# Compound activity deposited in PubChem by several laboratories.
# TRPC6 inhibitor = blocks the mouse TRPC6 cation channel; Q61143; HEK293-TRPC6, membrane potential dye, ACh-evoked depolarization; active compounds read low; B-score at 10 µM; actives 1.1% (n = 310,000); AID 2553;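 active = B-score under library mean minus 3 SD, initial fluorescence not abnormally high, positive integrated signal ratio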;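 note: B-score derived from integrated fluorescence ratio over the kinetic read; more negative B-score means stronger inhibition of depolarization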
# TRPC4 agonist = activators of mouse TRPC4 channel. HEK293 TRPC4beta/mu-opioid, Fluo4 calcium fluorescence; active compounds read high. B-score at 10 µM. actives 0.49% (n = 310,000);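 active = B-score above 5 SD of library B-scores, and initial fluorescence ratio not above library mean plus 5 SD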;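 note: positive B-score marks a calcium rise read as TRPC4 activation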
#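 Assay system – TRPC4beta and mu-opioid receptor HEK293 stable cells · Measured by – Fluo4 fluorescence, kinetic · Schedule – dye loading 45 min room temperature, 110 s kinetic read · Read-out – B-scored integrated calcium fluorescence ratio · Controls – buffer and maximal DAMGO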
# TRPC4 inh = TRPC4 (mouse) channel inhibition | AID 2247 | Q9QUQ5 | HEK293 TRPC4beta/mu-opioid, DAMGO-evoked Fluo4 calcium flux; active compounds read low | actives 0.39% (n = 300,000) | B-score at 10 µM;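 active = B-score over 3 SD under the library average, no early fluorescence shift, positive overall ratio signal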
#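 test system = HEK293 cells with stable TRPC4beta plus mu-opioid receptor expression | detection = Fluo4 Ca2+ flux fluorescence | read-out = integrated fluorescence ratio relative to baseline, converted to per-well B score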
# TRPC6 act = activates the mouse TRPC6 cation channel; Q61143; HEK293-TRPC6 membrane potential dye fluorescence; active compounds read high; B-score at 10 µM; actives 0.13% (n = 310,000);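 active = B-score of the integrated fluorescence ratio above library mean plus 3 SD, and starting fluorescence ratio within library mean plus 5 SD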;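 note: higher score means more depolarization so channel activation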
# KLF5 inh = inhibitors of KLF5 expression. DLD-1 KLF5 promoter-luciferase reporter, luminescence. inhibition, % at 5 µM. actives 0.23% (n = 290,000). AID 1700;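 active = inhibition above a per-plate limit of that plate's mean compound inhibition plus 3 SD, cut at about 60% in these data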;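 note: 0% = DMSO wells and 100% = LY294002 at 200 µM; higher means less KLF5 promoter-driven luciferase light; inactives centre near -14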
# SKKanGAS inh = inhibitors of SKKanGAS S. pyogenes growth in kanamycin (SK-promoter or general growth effect); BacTiter-Glo, 6 h; inhibition, % at 7.5 µM; AID 1662; actives 1.3% (n = 300,000);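 active = mean replicate score, as percent of positive control median, at least 50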;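 note: strain carries kanamycin resistance gene driven by streptokinase promoter and grows in 40 µg/ml kanamycin; loss of luminescence reflects streptokinase promoter inhibition or plain growth inhibition; 0% = median of DMSO wells and 100% = positive control at its reference dose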
# HIF activator = HIF pathway transcriptional activation. U2OS HRE-luciferase reporter, luminescence; normalized: DMSO 0%, desferrioxamine 100%. AID 1910. actives 0.32% (n = 300,000). activation, % at 7.5 µM (by protocol);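 active = mean activation of at least 10% of the iron chelator positive control signal, with at least half of replicates also reaching 10%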
# IEC-6 cytotox = counter-screen for KLF5 inhibitors: cytotoxicity in IEC-6 cells. IEC-6 cytotoxicity, luminescence viability. inhibition, % at 5 µM. actives 0.78% (n = 290,000); in the data active = inhibition above about 22%;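 note: 0% = plate median of test compound wells and 100% = cytotoxic reference compound wells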
# MrgX1 antag = human MrgX1 receptor antagonism, primary screen | actives 1.3% (n = 310,000) | B-score at 10 µM | Q96LB2 | MRGX1-HEK293 calcium flux, Fluo-4, BAM8-22 antagonism; active compounds read low | AID 588676;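 active = calcium-response B-score plate-corrected more than 3 library SD below zero, starting fluorescence within 5 deviations, no agonist response on first addition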;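 note: peak minus trough fluorescence over baseline after final BAM8-22 challenge near maximal dose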
# Target sequence (Q96LB2 whole entry, looked up): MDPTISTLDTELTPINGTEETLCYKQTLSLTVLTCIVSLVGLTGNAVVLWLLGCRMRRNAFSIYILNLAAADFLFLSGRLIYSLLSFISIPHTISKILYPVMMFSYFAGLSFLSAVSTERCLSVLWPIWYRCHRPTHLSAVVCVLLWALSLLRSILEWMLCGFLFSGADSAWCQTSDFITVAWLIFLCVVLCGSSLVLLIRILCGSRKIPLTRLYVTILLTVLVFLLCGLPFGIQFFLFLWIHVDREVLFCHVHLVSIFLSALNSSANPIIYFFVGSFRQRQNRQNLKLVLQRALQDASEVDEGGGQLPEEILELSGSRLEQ
# TRPC4 PAM = allosteric potentiators of mouse TRPC4 channel; actives 0.42% (n = 310,000); AID 2227; B-score at 10 µM; HEK293 TRPC4beta/mu-opioid, DAMGO EC20, Fluo-4 Ca2+ flux; active compounds read high;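 active = B-score of calcium response area above 5 SD of library B-scores, with initial fluorescence ratio within 5 SD of library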;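 note: B-score of integrated fluorescence ratio over time as area under calcium response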
# aSyn 5UTR inh = MLPCN primary screen, SNCA 5' untranslated region; actives 0.82% (n = 300,000); alpha-synuclein 5'UTR reporter, inhibitor activity; AID 1813; inhibition, % (tested at 7.5 µM); in the data active = inhibition above about 60%;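 note: H4 neuroglioblastoma cells stably carrying SNCA 5'UTR luciferase fusion; 0% = DMSO wells and 100% = positive control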
# The depositor's hits bear a star; i = inactive; / = no result given. Hits appear at their usual frequency, and some 5.8% of all compounds hit somewhere here.
SMILES,TRPC6 inhibitor,TRPC4 agonist,TRPC4 inh,TRPC6 act,KLF5 inh,SKKanGAS inh,HIF activator,IEC-6 cytotox,MrgX1 antag,TRPC4 PAM,aSyn 5UTR inh
CC(C)c1ccc(NC(=O)CSc2nc(=O)n(CCCN3CCOCC3)c3c2CCCC3)cc1,i,i,i,i,/,-7,-0.2,/,i,i,-12
COC(=O)c1sccc1-n1cccc1C(=O)C(=O)N1CCCC1,i,i,i,i,4,3,/,0,i,i,/
CC(=O)Nc1ccc(S(=O)(=O)N(C)CC(=O)OC(C)C(=O)N(C)C2CCCCC2)cc1 (stereo not drawn),i,i,i,i,-36,23,0.5,0,i,i,-21
COc1ccc(C(C(=O)NC(C)(C)C)N(C(=O)CCC(=O)Nc2cc(C)on2)c2ccc3c(c2)OCCO3)cc1 (stereo not drawn),i,i,i,i,-12,0,0.2,3,i,i,7
O=C(CN1CCN(S(=O)(=O)c2ccccc2)CC1)NC(=O)NCc1ccccc1,i,i,i,i,-42,-2,-0.2,-1,i,i,-3
Cc1[nH]c(C)c2c(=O)n(-c3ccccc3)ncc12,i,i,i,i,-50,7,0.9,4,i,i,-23
CC1(C)Cc2ccccc2-c2nnc(-c3cccnc3)n21,i,i,i,i,-1,-3,-0.3,1,i,i,20
CC(C)=CC(=O)Nc1ccccc1C(N)=O,i,i,i,i,-26,0,-0.2,0,i,i,-4
CCc1ccccc1NC(=O)Cc1cn(C)c2ccccc12,i,i,i,i,-16,-10,-0.3,2,i,i,-15
Cc1cnc(NC(=O)c2c(Cl)cnn2C)s1,i,i,i,i,-5,-1,0.5,6,i,i,-36
[O-][n+]1c(/C=C/c2ccccc2)ccc2ccccc21,i,i,i,i,-138,7,0.5,-2,i,i,3
Cc1ccccc1NC(=O)CN1C(=O)S/C(=C\c2ccc(-c3cccc(C(=O)O)c3C)o2)C1=O,i,i,i,i,-9,40,-0.3,-2,i,i,-10
CC(C)N(C(=O)CSc1nnc(Cc2csc(Nc3ccccc3)n2)o1)C(C)C,i,i,i,i,10,-3,-0.1,2,i,i,-7
COc1ccc(C(=O)C2CCCN(Cc3c(F)ccc(F)c3F)C2)c(OC)c1 (stereo not drawn),i,i,i,i,-29,2,1.0,-3,i,i,8
O=S(=O)(NCC1CCCO1)c1ccc(Cl)nc1 (stereo not drawn),i,i,i,i,-6,-3,-0.2,2,i,i,15
COc1cc(NC(=O)c2ccccc2)c(OC)cc1NC(=O)Cc1ccccc1,i,i,i,i,-24,-1,0.2,-3,i,i,12
CC(C)NC(=O)c1ccc(COc2ccc(C(C)(C)C)cc2)o1,i,i,i,i,-123,5,-23,-3,i,i,-136
CC(C)CCNC(=O)CCCn1c(=O)[nH]c2ccc(Br)cc2c1=O,i,i,i,i,-40,4,-0.6,0,i,i,22
O=C(N/N=C/c1ccccc1O)c1cc(=O)[nH]c2ccccc12,i,i,i,i,8,4,11*,-5,i,i,-6
CSc1ccc(S(=O)(=O)N2CCC(C(=O)NCc3ccncc3)CC2)cc1,i,i,i,i,-22,-7,-0.2,3,i,i,5
COc1cc2c(cc1OC)C(/C=C/c1ccco1)=NCC2,-5.4*,i,i,i,-4,-6,-0.1,9,/,i,-1
Cc1ccc(NC(=O)Nc2ccccc2C(=O)NCc2ccccc2)cc1,i,i,i,i,-43,8,1.2,1,i,i,-40
CC(C)OC(=O)NC(c1ccccc1)C(Cl)(Cl)Cl (stereo not drawn),i,i,i,i,-22,-1,1.4,-2,i,i,10
COc1ccc(C(=O)O/N=C(\N)Cc2ccc(Cl)cc2)cc1OC,i,i,i,i,-29,-2,0.2,10,i,i,9
Cc1cc(OCCOc2cccc3cccnc23)c(C)cc1Cl,i,i,i,i,-15,-1,0.5,-3,i,i,-4

# (further entries)
SMILES,TRPC6 inhibitor,TRPC4 agonist,TRPC4 inh,TRPC6 act,KLF5 inh,SKKanGAS inh,HIF activator,IEC-6 cytotox,MrgX1 antag,TRPC4 PAM,aSyn 5UTR inh
OCCN1CCN(C(=S)NCCc2ccccc2)CC1,i,i,i,i,-33,-1,1.3,-2,i,i,-33
Cc1c(N2CCCC2)cc2c(c1N)C(C)(C)CC2(C)C,i,i,i,i,-16,6,0.6,-4,i,i,2
O=C(COc1ccc2c(c1)oc(=O)c1ccccc12)NCC1CCC(C(=O)O)CC1 (stereo not drawn),i,i,i,i,-12,12,-0.1,4,i,i,6
Cc1cc(C)cc(NC2=NCC(=O)N2Cc2ccccc2)c1,i,i,i,i,-14,0,-11,4,i,i,-1
COc1ccc(/C=C/C(=O)O)cc1S(=O)(=O)NCC1CCCO1 (stereo not drawn),i,i,i,i,15,-2,-0.4,-4,i,i,-1
CCn1ncc(CN2CCC(C(=O)Nc3cccc(-c4cccc(F)c4)c3)CC2)c1C,i,i,i,i,-35,-11,-0.4,4,i,i,-1
O=C(OCC(=O)N1CCCc2ccccc21)C1CCN(S(=O)(=O)c2cccs2)CC1,i,i,i,i,-13,-3,-0.4,3,i,i,11
Cc1cc(Br)cc(C)c1OCC(=O)NNC(=O)CCC(=O)NCc1ccccc1,i,i,i,i,-5,/,-0.3,-2,i,i,6
COCCCN(Cc1ccco1)C(=O)c1cc2c(s1)-c1ccc(Cl)cc1S(=O)(=O)C2,i,i,i,i,5,-3,-0.1,-3,i,i,26
O=C(N=C1SC2CS(=O)(=O)CC2N1c1ccc(Br)cc1)C1CCCO1 (stereo not drawn),i,i,i,i,-12,0,0.1,-10,i,i,1
O=C(COC(=O)c1ccc(Br)cc1)NCCN1C(=O)CSC1=O,i,i,i,i,-1,8,-0.1,6,i,i,1
O=C(CCC(=O)c1ccc(F)cc1)Nc1cccnc1,i,i,i,i,16,-1,-0.4,3,i,i,-27
COc1cccc(-c2nnc3n2N=C(c2cc(OC)ccc2OC)CS3)c1,i,i,i,i,-8,24,-0.2,-4,i,i,29
Cc1cccc(NC(=S)NCc2ccccc2Cl)c1C,i,i,i,i,-20,3,0.0,9,i,i,-12
CCc1ccc(NC(=O)CCc2ccc(C)o2)cc1,i,i,i,i,-13,1,-0.2,5,i,i,-59
NC1=NC(c2ccccc2)=NC1(NC(=O)c1ccccc1)C(Cl)Cl (stereo not drawn),i,i,i,i,-13,5,-0.5,-3,i,i,9
CS(=O)(=O)N(CC(=O)NCC1CCCO1)Cc1ccc(Cl)cc1 (stereo not drawn),i,i,i,i,-46,4,-0.5,-10,i,i,9
CS(=O)(=O)N(Cc1ccccc1)c1ccccn1,i,i,i,i,-16,0,0.0,2,i,i,-8
Cn1c(=O)c2c(SCC(=O)c3ccccc3)nc(C3CC3)nc2n(C)c1=O,i,i,i,i,-7,-7,0.1,2,i,i,17
CCOC(=O)C(=O)N1CCN(CC)CC1,i,i,i,i,4,-15,-0.1,1,i,i,0
CCOC(=O)c1cnn(-c2nc(-c3cccc(F)c3)cs2)c1C(F)(F)F,i,i,i,i,-9,64*,0.9,2,i,i,-34
Cc1cccc(CC(=O)Nc2cc(C)c3c(=O)oc4ccccc4c3n2)c1,i,i,i,i,-34,-5,-0.1,3,i,i,23
C=CCN(C(=O)CNC(=O)c1cccs1)C(C(=O)NC(C)(C)C)c1ccccc1 (stereo not drawn),i,i,i,i,-14,1,-0.5,2,i,i,-7
O=C(c1ccco1)N1CCCN(C(=O)c2ccco2)CC1,i,i,i,i,-35,3,0.1,-7,i,i,1
CC(=O)CC1OC(=O)C(Br)=C1NCc1ccccc1 (stereo not drawn),i,i,i,i,-28,4,0.1,34*,i,i,1
COc1ccc(S(=O)(=O)N2CCC(C(=O)NC(C)CCc3ccccc3)CC2)cc1 (stereo not drawn),i,i,i,i,-38,1,0.1,-2,i,i,11

# Entries listed so far that contain four or more nitrogen atoms (10):
SMILES,TRPC6 inhibitor,TRPC4 agonist,TRPC4 inh,TRPC6 act,KLF5 inh,SKKanGAS inh,HIF activator,IEC-6 cytotox,MrgX1 antag,TRPC4 PAM,aSyn 5UTR inh
CC(C)c1ccc(NC(=O)CSc2nc(=O)n(CCCN3CCOCC3)c3c2CCCC3)cc1,i,i,i,i,/,-7,-0.2,/,i,i,-12
COc1ccc(C(C(=O)NC(C)(C)C)N(C(=O)CCC(=O)Nc2cc(C)on2)c2ccc3c(c2)OCCO3)cc1 (stereo not drawn),i,i,i,i,-12,0,0.2,3,i,i,7
O=C(CN1CCN(S(=O)(=O)c2ccccc2)CC1)NC(=O)NCc1ccccc1,i,i,i,i,-42,-2,-0.2,-1,i,i,-3
CC1(C)Cc2ccccc2-c2nnc(-c3cccnc3)n21,i,i,i,i,-1,-3,-0.3,1,i,i,20
Cc1cnc(NC(=O)c2c(Cl)cnn2C)s1,i,i,i,i,-5,-1,0.5,6,i,i,-36
CC(C)N(C(=O)CSc1nnc(Cc2csc(Nc3ccccc3)n2)o1)C(C)C,i,i,i,i,10,-3,-0.1,2,i,i,-7
CCn1ncc(CN2CCC(C(=O)Nc3cccc(-c4cccc(F)c4)c3)CC2)c1C,i,i,i,i,-35,-11,-0.4,4,i,i,-1
COc1cccc(-c2nnc3n2N=C(c2cc(OC)ccc2OC)CS3)c1,i,i,i,i,-8,24,-0.2,-4,i,i,29
NC1=NC(c2ccccc2)=NC1(NC(=O)c1ccccc1)C(Cl)Cl (stereo not drawn),i,i,i,i,-13,5,-0.5,-3,i,i,9
Cn1c(=O)c2c(SCC(=O)c3ccccc3)nc(C3CC3)nc2n(C)c1=O,i,i,i,i,-7,-7,0.1,2,i,i,17
